Screening data as filed in PubChem BioAssay.
Neddyl block: cullin neddylation inhibition; TR-FRET cullin neddylation, biochemical; calls only at 25 µM; hit rate 0.58% among 360,000; AID 651699; in the data active = inhibition above about 36%
SUMO1 PPI mod: modulators of human SUMO1-mediated protein-protein interactions | P63165 | SUMO1 binding to a labelled peptide, TR-FRET, 1 h | inhibition, % at 20 µM | hit rate 0.33% among 360,000 | AID 602429; in the data active = inhibition above about 37%
Target sequence (P63165 whole entry, looked up): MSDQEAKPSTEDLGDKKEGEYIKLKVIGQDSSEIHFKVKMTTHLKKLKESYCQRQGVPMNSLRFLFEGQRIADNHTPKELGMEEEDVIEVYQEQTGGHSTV
Rin1-Abl PPI inh: inhibitors of human Rin1-Abl protein interaction. TR-FRET Rin1/Abl binding, biochemical. hit rate 0.4% among 360,000. AID 588664. inhibition, % at 7.35 µM. P00519+Q13671; in the data active = inhibition above about 5%, passing the limit was not always enough
LMPTP block: blocks human LMPTP phosphatase; P24666; recombinant LMPTP-A, OMFP fluorogenic substrate, fluorescence intensity; inhibition, % at 20 µM; hit rate 0.22% among 360,000;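 active = compounds that cut the enzyme signal by at least half of the control window in the single-dose screen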;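 note: plate controls were DMSO wells with enzyme plus substrate for no effect and substrate without enzyme for full effect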
Target sequence (P24666 whole entry, looked up): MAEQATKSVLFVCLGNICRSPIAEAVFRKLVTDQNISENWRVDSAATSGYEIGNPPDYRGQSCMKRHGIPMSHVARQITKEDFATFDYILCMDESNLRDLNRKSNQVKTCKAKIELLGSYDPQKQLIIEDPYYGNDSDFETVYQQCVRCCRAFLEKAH
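Test system: LMPTP-A phosphatase enzyme. Amount: LMPTP-A at 0.625 nM final in the reaction. Reagent: OMFP substrate, 400 µM final. Times: 50 min at room temperature. Signal: endpoint fluorescence intensity from OMFP dephosphorylation. Read-out basis: % inhibition. Benchmarks: no-enzyme and uninhibited controls.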
NadD inh: blocks S. aureus nicotinate mononucleotide adenylyltransferase | purified NadD enzyme, colorimetric absorbance read-out | AID 602399 | inhibition, % at 20 µM | hit rate 0.78% among 360,000; in the data active = inhibition above about 26%; note: some compounds past the cut are filed as inactive
Scp-1 inhibitor: inhibitors of human Scp-1 phosphatase. hit rate 0.88% among 340,000. Recombinant Scp1, phosphopeptide, malachite green phosphate absorbance. AID 493091. inhibition, % at 20 µM;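 active = inhibition above about 50% at 20 µM, limit read from the data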;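 note: plate controls were DMSO wells with enzyme for no effect and wells lacking enzyme for full effect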
Target sequence (Q9GZU7 76-261 limits assumed): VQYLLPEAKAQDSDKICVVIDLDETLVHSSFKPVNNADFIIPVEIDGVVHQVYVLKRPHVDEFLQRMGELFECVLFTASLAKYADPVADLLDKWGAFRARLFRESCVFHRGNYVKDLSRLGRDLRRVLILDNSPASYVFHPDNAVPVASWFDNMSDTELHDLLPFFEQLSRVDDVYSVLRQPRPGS
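System: truncated SCP-1 phosphatase (76-261aa); medium: Tris acetate buffer pH 5.5 with MgCl2 and Tween-20; incubation: 45 min room-temperature reaction, 5 min colour, 30 min stabiliser; compound: single 20 µM dose, 1% DMSO; reagent: Phosphorylated 17-residue peptide substrate; read-out: % inhibition at 20 µM; technique: colorimetric free-phosphate detection, absorbance 630 nm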
CSN deneddyl inh: CSN deneddylation inhibition. Purified CSN, SCF-Nedd8-OG deneddylation, fluorescence polarization. inhibition, % at 12.5 µM. hit rate 0.38% among 360,000. Q92905;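 active = pattern-corrected inhibition above about 35%, with an unprinted fluorescence ratio check between 0.5 and 1.5, limit read from the data, passing the limit was not always enough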;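 note: 0% = enzyme with substrate and 100% = substrate without enzyme; some results filed as inactive read as strong as hits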
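Test system: Human Csn5 produced in HEK293T cells | Compound: 12.5 µM single point | Times: 90 min, room temperature | Signal: Fluorescence polarization readout | Read-out basis: % inhibition of substrate cleavage by Csn5 | Controls: no-enzyme wells high, enzyme-with-substrate wells low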
Rpn11 block: blocks the human proteasome subunit Rpn11 | hit rate 0.59% among 360,000 | calls only at 20 µM | O00487 | AID 588493 | human 26S proteasome, Ub4-pepOG fluorescence polarization; 20S core pre-blocked with epoxomicin;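 active = inhibition at 20 µM, scaled to each plate's controls, above about 33%, limit read from the data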
Target sequence (O00487 whole entry, looked up): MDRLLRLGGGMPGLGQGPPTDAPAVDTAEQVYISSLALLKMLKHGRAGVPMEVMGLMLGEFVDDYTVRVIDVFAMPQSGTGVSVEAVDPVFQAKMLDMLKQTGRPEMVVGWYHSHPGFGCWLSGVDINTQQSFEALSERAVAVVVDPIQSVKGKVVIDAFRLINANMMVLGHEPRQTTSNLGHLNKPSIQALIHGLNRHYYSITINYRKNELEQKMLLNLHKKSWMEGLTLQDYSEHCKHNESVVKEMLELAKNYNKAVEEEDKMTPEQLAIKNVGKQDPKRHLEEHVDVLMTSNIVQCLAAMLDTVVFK
STEP block: blocks human striatal-enriched tyrosine phosphatase. P54829. recombinant STEP, OMFP fluorogenic substrate, fluorescence. inhibition, % at 20 µM. hit rate 0.25% among 360,000;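 active = inhibition at 20 µM, scaled per plate between control wells, above about 37%, limit read from the data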;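 note: 0% = DMSO with enzyme and substrate and 100% = substrate only without enzyme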
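Also added – OMFP at 25 µM · Test system – STEP tyrosine phosphatase · Technique – FITC-channel fluorescence of OMFP product · Schedule – 20 min at room temperature, dark · Evaluation – control-normalized % inhibition with plate pattern correction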
DNMT1 inh: blocks human DNA methyltransferase DNMT1. DNMT1 molecular beacon, Hinp1I cleavage, fluorescence. P26358. hit rate 0.83% among 360,000. inhibition (reported as % activation of signal), % at 10 µM; in the data active = inhibition above about 50%
Starred values were filed as active, the others as inactive; i = inactive; · = no result given.

SMILES,Neddyl block,SUMO1 PPI mod,Rin1-Abl PPI inh,LMPTP block,NadD inh,Scp-1 inhibitor,CSN deneddyl inh,Rpn11 block,STEP block,DNMT1 inh
Cc1ccc2c(c1)CCCN2C(=O)c1ccc2c(c1)OCO2,i,-2,-3,-0.9,3,0,-1,i,2,1
CN(C)CCCN(C(=O)c1ccc(Br)s1)c1nc2cc3c(cc2s1)OCCO3,i,-1,1,-0.5,-1,1,5,i,1,1
CC(C)(C)OC(=O)C(Cc1ccc(OC(C)(C)C)cc1)NC(=O)CNC(=O)CNC(=O)OCc1ccccc1 (stereo not drawn),i,2,0,-0.2,0,-4,1,i,-2,0
COc1ccc(/C=N/N=C2\SC(CC(=O)O)C(=O)N2c2ccccc2)cc1 (stereo not drawn),i,-3,6,-1.4,2,-7,-4,i,-5,1
CC[C@@H](C)C(NC(=O)OC(C)(C)C)c1cn([C@@H](CCCCNC(=O)OC(C)(C)C)C(=O)N2CCN(C(=O)OC(C)(C)C)CC2)nn1 (stereo partly drawn),i,0,2,-0.7,-5,0,1,i,-3,0
CC1(C)Cc2c(cnn2-c2ccccc2)C(NC(=O)c2ccc[n+]([O-])c2)C1 (stereo not drawn),i,-1,2,0.5,-1,-1,-3,i,0,3
CC1(C)CC(NS(=O)(=O)c2ccc(F)cc2)CC(C)(C)N1,i,3,-2,-1.0,1,-5,3,i,0,1
COc1ccc(CNC(=O)C2CCN(S(=O)(=O)N3CCC4(CC3)OCCO4)CC2)c(OC)c1,i,1,0,-1.6,-7,5,-3,i,0,0
CN(Cc1ccccc1F)C(=O)c1sccc1-c1ccccc1,i,8,1,1.4,-8,-10,1,i,2,0
Cc1[nH]n(-c2ccccc2)c(=O)c1-c1ccccc1,i,1,-2,1.0,-2,-3,-4,i,2,-1
CCC(C)Sc1nnc(NC(=O)c2ccco2)s1 (stereo not drawn),i,1,-2,-0.5,-6,-5,2,i,-3,-2
CCOC(=O)c1c(NC(=O)CCl)sc(C(=O)N(CC)CC)c1C,i,-1,-3,0.9,-4,-5,4,i,-2,-1
Cc1ccc(N(CCC(=O)NC(C)(C)C)S(=O)(=O)c2ccc(C)cc2)cc1,i,-1,0,0.9,-5,-8,1,i,-1,0
O=C(c1ccccc1)N1CCN(Cc2ccccc2Br)CC1,i,0,-1,-1.2,-6,-7,0,i,1,-2
CCCCN1C(N)=NC[C@@H]1CC1CCCCC1,i,-10,5,-0.9,-8,2,-5,i,4,11
CC1(C(=O)O)CCC(C(=O)N2CCCCC2)C1(C)C (stereo not drawn),i,3,-4,-2.0,-1,2,-10,i,2,2
Cn1nnnc1Sc1ccc([N+](=O)[O-])cc1Cl,i,-34,-2,-0.3,-1,-5,1,i,-1,2
CN1CCN(C(=O)/C=C/c2ccc3c(c2)OCO3)CC1,i,-4,-4,-0.5,2,-2,-2,i,57*,4
CC(NC(=O)Nc1nnc(C(F)(F)F)s1)N1C(=O)C2C3C=CC(C3)C2C1=O (stereo not drawn),i,-2,3,-0.3,6,-3,0,i,2,-1
C[C@H]1CN=C(Nc2ccccc2)N1CCCC1CCCC1,i,2,3,-0.2,2,-8,3,i,-3,2
COc1ccc2c(c1)C(=O)N(c1ccc(C)cc1C)C(=O)C2(C)C,·,4,-3,1.5,-11,-11,5,i,-1,0
Clc1ccc(Nc2ncnc3c2nnn3Cc2ccccc2)cc1,·,5,-1,-3.7,-3,-10,-3,i,-3,4
CCCCn1c(SCC(=O)OCC)nc2c(sc(=S)n2-c2ccccc2OC)c1=O,i,14,4,1.0,-8,-22,2,i,2,-1
COc1cc(/C=C/C(=O)OCC(=O)Nc2cccc(Oc3ccccc3)c2)ccc1O,·,-1,-1,5.1,-3,-9,8,i,2,-19
COc1ccc(-c2noc(CN3CCN(c4ccccc4)CC3)n2)cc1,i,1,1,1.2,-3,68*,-3,i,-3,-3
CCOC(=O)Cn1c(=O)oc2cc(S(=O)(=O)N3CCCC(C)C3)ccc21 (stereo not drawn),i,-4,-1,-0.6,3,-5,4,i,-2,5
CCc1ccc(NC(=O)CSc2nc(=O)n(CCN(C)C)c3c2CCCC3)cc1,i,7,3,0.1,-3,-4,0,i,1,0
CCc1ccccc1-n1nnc(-c2ccccc2)n1,i,7,-4,-0.7,-7,-13,5,i,0,2
O=C(Cc1ccccc1)Nc1cccc(C(=O)N/N=C/c2ccco2)c1,i,-9,-1,-0.5,-4,-5,-3,i,-4,-1
COc1ccccc1NC(=O)C(=O)NCC1CCCN1S(=O)(=O)c1cccs1 (stereo not drawn),i,4,3,-0.7,-10,-10,-1,i,1,-2

New compounds follow
SMILES,Neddyl block,SUMO1 PPI mod,Rin1-Abl PPI inh,LMPTP block,NadD inh,Scp-1 inhibitor,CSN deneddyl inh,Rpn11 block,STEP block,DNMT1 inh
CC1CCCCN1C(=O)CCn1c(=S)oc2ccccc21 (stereo not drawn),i,-1,-1,-1.3,-4,-10,-1,i,-1,-2
COCCNC(=S)NNc1cccc(C(=O)O)c1,i,-2,-8,-1.5,1,4,-4,i,1,-4
COC(=O)c1cn(C(=O)c2ccc(C)cc2C)c2ccccc12,i,-17,6,1.8,0,0,-5,i,1,2
O=C(O)CSC(C(=O)Nc1ccc(Br)cc1)c1ccccc1 (stereo not drawn),i,4,-1,-1.6,0,-10,-2,i,-2,0
c1cc(-c2ccoc2)n2ccnc2c1,i,1,-2,0.2,-4,·,-13,i,5,7
Cn1c(Cn2c(=O)sc3ccccc32)nnc1SCC(=O)NCCc1ccccc1,i,0,-4,-1.7,5,4,-1,i,-4,0
COc1ccc(NC(=O)N(C)C[C@H]2Oc3c(NC(=O)c4nc5ccccc5s4)cccc3C(=O)N([C@@H](C)CO)C[C@H]2C)cc1,i,-2,3,0.5,-16,-10,7,i,0,-21
Cc1cc(NC(=O)CSc2nc3ccccc3c(=O)n2C2CCCC2)no1,i,3,1,-0.5,0,-4,-2,i,-5,-2
Cc1ccc(-c2c[n+](CC(=O)Nc3nc(-c4ccccc4)cs3)c3n2CCC3)cc1,i,-20,-3,24,8,4,0,i,5,9
C/C(=N\OCc1nc2ccccc2c(=O)n1/N=C/c1cc(C)cc([N+](=O)[O-])c1O)c1ccccc1,i,-1,-5,0.0,-7,-4,-3,i,10,1
O=C(COC(=O)/C=C/c1ccccc1[N+](=O)[O-])NNC(=O)c1ccc(F)cc1,i,-22,0,0.2,1,-11,0,i,1,4
COc1ccc(NC(=O)C2=CC(c3ccc(OC)cc3)=NS(=O)(=O)N2C)cc1,i,-19,0,1.7,-6,-17,-4,i,2,-6
CCCCN(C)Cc1c(C)[nH]c2ccc(Cl)cc2c1=O,i,3,-1,-0.2,0,0,8,i,-4,5
COc1ccc(-c2cc(=O)oc3c(C)c(OC(=O)c4cccs4)ccc23)cc1,i,1,-3,1.7,3,1,-6,i,1,60*
CC1=NNC(=O)C1C(c1ccc(Cl)cc1)C(C#N)C#N (stereo not drawn),i,0,0,0.8,-7,-4,4,i,-2,-9
Cc1cc(NC(=O)c2cc(-c3cccs3)on2)nn1Cc1ccc(Cl)cc1,·,3,5,1.8,-1,-3,-1,i,1,3
COc1ccc(/C=C2\Sc3ccc(C(=O)N4CCOCC4)cc3N(C)C2=O)cc1,i,-17,1,1.4,-2,-5,-1,i,-2,-1
Cc1ccccc1NC(=O)CSc1nnc(C)c(=O)[nH]1,i,3,-4,-1.1,3,-4,2,i,-1,1
CCCCCC(=O)Nc1ccc(N2CCOCC2)c(S(=O)(=O)Nc2ccc(OC)cc2)c1,i,2,1,2.3,1,-7,-2,i,1,-1
Cc1ccc(NS(=O)(=O)c2ccc(NC(=O)c3ccccc3C(=O)O)cc2)c(C)c1,i,-2,-3,-0.7,-8,-11,-4,i,2,2
CCCn1c(N)c(Sc2ccccc2[N+](=O)[O-])c(=O)n(CCC)c1=O,i,-26,0,-1.4,3,-5,1,i,-1,0
CCc1nc2ccc(C(=O)Nc3cccc(OC)c3)cn2c1N(C)CCCc1ccccc1,i,8,0,5.5,3,·,0,i,-1,-25
COc1ccc(C)cc1NC(=O)CSc1ccc(-c2cccnc2)nn1,i,4,-2,0.0,-2,-3,8,i,2,-2
CCN(CC)S(=O)(=O)c1ccc(N2CCCC2)c(NS(=O)(=O)c2cccs2)c1,i,-2,0,1.2,-1,-6,-3,i,6,-2
CCc1nnc(NS(=O)(=O)c2ccc(N=Cc3c(C)[nH]n(-c4ccc(C)c(C)c4)c3=O)cc2)s1,i,14,1,2.2,37*,-10,1,i,0,-6
O=C1Nc2ccccc2-n2nnnc2C1N1CCN(c2ccc(F)cc2)CC1 (stereo not drawn),i,0,·,1.1,·,·,3,·,·,·

Shown as labelled records: three of the compounds above.
CCc1nc2ccc(C(=O)Nc3cccc(OC)c3)cn2c1N(C)CCCc1ccccc1
  Neddyl block: i
  SUMO1 PPI mod: 8
  Rin1-Abl PPI inh: 0
  LMPTP block: 5.5
  NadD inh: 3
  Scp-1 inhibitor: ·
  CSN deneddyl inh: 0
  Rpn11 block: i
  STEP block: -1
  DNMT1 inh: -25
COc1ccc(C)cc1NC(=O)CSc1ccc(-c2cccnc2)nn1
  Neddyl block: i
  SUMO1 PPI mod: 4
  Rin1-Abl PPI inh: -2
  LMPTP block: 0.0
  NadD inh: -2
  Scp-1 inhibitor: -3
  CSN deneddyl inh: 8
  Rpn11 block: i
  STEP block: 2
  DNMT1 inh: -2
CCN(CC)S(=O)(=O)c1ccc(N2CCCC2)c(NS(=O)(=O)c2cccs2)c1
  Neddyl block: i
  SUMO1 PPI mod: -2
  Rin1-Abl PPI inh: 0
  LMPTP block: 1.2
  NadD inh: -1
  Scp-1 inhibitor: -6
  CSN deneddyl inh: -3
  Rpn11 block: i
  STEP block: 6
  DNMT1 inh: -2
